# Assay outcomes deposited in PubChem BioAssay by several laboratories.
# ADAM17 inh – ADAM17 inhibitors, primary screen, biochemical, QFRET; Disintegrin and metalloproteinase domain-containing protein 17 (Homo sapiens), P78536; recombinant ADAM17, EDANS/DABCYL FRET peptide cleavage; inhibition, % at 6.95 µM; 0.83% of 370,000 active;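 active = inhibition above the mean of compounds lying between control limits plus 3 SD, set per campaign, cut at about 8.5% in these data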;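 note: 0% = DMSO-only wells as the low control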
# Target sequence (P78536 215-824 limits assumed): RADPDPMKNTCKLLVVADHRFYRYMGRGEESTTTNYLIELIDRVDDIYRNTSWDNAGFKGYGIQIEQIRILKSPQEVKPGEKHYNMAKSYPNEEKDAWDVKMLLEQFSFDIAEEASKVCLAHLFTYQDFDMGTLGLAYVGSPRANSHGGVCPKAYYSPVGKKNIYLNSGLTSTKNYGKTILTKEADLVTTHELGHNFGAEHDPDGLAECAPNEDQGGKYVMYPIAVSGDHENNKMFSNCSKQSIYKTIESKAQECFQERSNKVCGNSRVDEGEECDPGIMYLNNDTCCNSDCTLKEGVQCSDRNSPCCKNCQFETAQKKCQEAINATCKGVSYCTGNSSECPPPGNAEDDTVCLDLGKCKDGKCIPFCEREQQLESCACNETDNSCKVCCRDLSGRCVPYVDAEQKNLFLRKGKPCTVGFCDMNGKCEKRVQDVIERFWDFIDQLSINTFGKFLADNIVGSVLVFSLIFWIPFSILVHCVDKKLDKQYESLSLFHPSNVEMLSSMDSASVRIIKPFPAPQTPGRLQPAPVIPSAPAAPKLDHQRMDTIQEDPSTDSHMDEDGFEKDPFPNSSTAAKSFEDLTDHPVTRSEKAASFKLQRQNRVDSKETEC
# DAX1 inh-1 – DAX1 (NR0B1) inhibitors, primary screen, cell-based, HEK293, Gal4-DAX1, luciferase luminescence; Nuclear receptor subfamily 0 group B member 1 (Homo sapiens), P51843; HEK293 Gal4-DAX1 luciferase reporter; inhibition, % at 6.75 µM; 0.99% of 340,000 active; AID 504766, 2011;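 active = inhibition above the mean over all tested compounds plus 3 SD, cut at about 4.2% in these data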;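 note: 0% = DAX1-transfected cells with DMSO and 100% = empty-vector control cells with DMSO; inhibition shows as a rise in luminescence from relieved DAX1 repression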
# Target sequence (P51843 207-470 limits assumed): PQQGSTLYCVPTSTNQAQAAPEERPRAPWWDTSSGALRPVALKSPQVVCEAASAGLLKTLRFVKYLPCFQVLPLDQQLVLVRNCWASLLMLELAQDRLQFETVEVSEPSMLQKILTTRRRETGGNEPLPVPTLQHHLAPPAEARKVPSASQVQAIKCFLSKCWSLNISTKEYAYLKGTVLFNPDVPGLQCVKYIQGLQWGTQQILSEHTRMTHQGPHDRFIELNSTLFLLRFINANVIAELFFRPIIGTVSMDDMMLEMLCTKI
# hcDAF12 agonist – H. contortus DAF-12 nuclear receptor activators, primary screen, cell-based, luminescence, HEK293, lit1-tk-luc reporter | 1.4% of 370,000 active | HEK293 hcDAF-12 lit1-tk-luc reporter; 0% DMSO, 100% Δ7-dafachronic acid | activation, % at 6.8 µM | AID 652067, 2013;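 active = activation above the mean of all tested compounds plus 3 SD, cut at about 5.5% in these data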;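 note: 100% = response to 3 µM Δ7-dafachronic acid high control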
# ADAM10 inh – human ADAM10 inhibitors, primary screen, biochemical, QFRET, HTS; inhibition, % at 7 µM; 0.62% of 370,000 active; recombinant ADAM10, EDANS/DABCYL FRET peptide cleavage, 3 h;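 active = inhibition above a per-campaign cutoff equal to the mean of compounds falling between control-based bounds plus 3 SD, cut at about 20% in these data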;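 note: 0% = DMSO wells while the 100% control is not disclosed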
# ssDAF12 agonist – S. stercoralis DAF-12 nuclear receptor activators, primary screen, cell-based, luminescence, HEK293, GRIP1 co-expression, lit1-tk-luc. HEK293 ssDAF-12/GRIP1 lit1-tk-luc reporter; % of 3 µM dafachronic acid response. activation, % at 6.8 µM. 1% of 370,000 active. AID 652126, 2013;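 active = activation above the mean over all tested compounds plus 3 SD, cut at about 0.9% in these data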;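 note: 0% = DMSO-only wells and 100% = 3 µM delta7-dafachronic acid wells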
# NPR1 activator – GC-A stimulated cGMP production enhancers – HEK293 GC-A cells, cGMP TR-FRET, EC30 ANP, primary screen; Atrial natriuretic peptide receptor 1 (Homo sapiens), P16066; 0% at EC30 ANP, 100% saturating ANP; activation, % at 10 µM; 0.14% of 370,000 active; in the data active = activation above about 40%
# DAX1 inh-2 – DAX1 (NR0B1) inhibitors on StAR promoter, primary screen, cell-based, luminescence, SF-1 (NR5A1), full-length DAX-1; HEK293T StAR-luciferase reporter, SF-1/DAX-1 repression relief; inhibition, % at 6.8 µM; 1.1% of 370,000 active; AID 652010, 2013;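 active = inhibition above the mean over all tested compounds plus 3 SD, cut at about 3.6% in these data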;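 note: 0% = DAX-1 cells with DMSO and 100% = cells lacking DAX-1 with DMSO; higher inhibition means more luminescence from relief of DAX-1 repression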
# SMARCA2 act – SMARCA2 (BRM) function activators, primary screen, cell-based, luminescence, high throughput | MG213 cells, MMTV-luciferase reporter, dexamethasone, overnight | activation, % at 9.1 µM | 1% of 370,000 active | AID 652017, 2013; in the data active = activation above about 7.8%;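 note: 0% = vehicle wells and 100% = reference activator wells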
# hgDAF12 agonist – H. glycines DAF-12 receptor agonists, primary screen, cell-based, luminescence, HEK293, GAL4 fusion, UAS-luciferase | activation, % at 6.8 µM | AID 687014, 2013 | HEK293 GAL4-hgDAF12 UAS-luciferase reporter, agonist luminescence; normalized to butyrate control | 1.8% of 370,000 active | Nuclear hormone receptor DAF-12 (Heterodera glycines), GAL4 fusion;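 active = activation above a cutoff set at the mean of all screened compounds plus 3 SD, cut at about 10% in these data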;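 note: 0% = DMSO wells and 100% = sodium butyrate wells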
# GAA850 FXN act – FXN promoter activators, primary screen, cell-based, luciferase luminescence, HEK293 lucGAA850; AID 540364, 2011; HEK293 lucGAA850 FXN promoter luciferase reporter, 24 h; percent of 10 µM SAHA response; activation, % at 6 µM; 0.56% of 360,000 active;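 active = activation above the average of all compounds screened plus 3 SD, cutoff fixed separately per campaign, cut at about 7.5% in these data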;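 note: 0% = DMSO wells and 100% = 10 µM SAHA wells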
# PG9 Ab binder – binders of HIV-1 gp120 antibody PG9, primary screen, biochemical, TR-FRET; HIV-1 gp120 / PG9 antibody interaction; TR-FRET gp120-PG9 antibody binding; inhibition, % at 6.7 µM; 0.43% of 360,000 active; in the data active = inhibition above about 8.5%
# * marks the source's active call; other numbers are inactive results; i = inactive; . = no result given.
SMILES,ADAM17 inh,DAX1 inh-1,hcDAF12 agonist,ADAM10 inh,ssDAF12 agonist,NPR1 activator,DAX1 inh-2,SMARCA2 act,hgDAF12 agonist,GAA850 FXN act,PG9 Ab binder
Cc1ccc(C)c(N2CCN(C(=O)CCc3nc(-c4ccccc4Cl)no3)CC2)c1,2,-0.2,0.0,4,-1.1,4,0.0,-1,-0.9,-1.3,-2.2
COc1cccc(CC(=O)OCC(=O)Nc2nnc(-c3ccccc3)o2)c1,-1,1.6,-0.8,-9,-0.5,1,-0.6,0,3.0,5.0,1.6
Cc1cnc(NC(=O)CSc2nnc(-c3ccccc3)n2Cc2ccccc2)s1,0,-0.9,-2.4,0,-1.4,9,-0.8,-3,-1.1,-1.8,0.8
COc1cc(C#Cc2c(-c3cncn3C)n(C)c3ccc(-c4ccc5[nH]ccc5c4)cc23)cc(OC)c1,-94,0.2,-1.4,-291,-1.2,-1,-0.2,4,2.4,0.9,-1.6
Cc1ccc(S(=O)(=O)NCc2ccc(N3CCN(C(=O)OC(C)(C)C)CC3)cc2)cc1,-2,0.2,-1.3,-5,-1.0,4,0.0,1,2.4,1.1,-0.3
O=S(=O)(NCc1nnc2ccccn12)c1ccc(F)cc1,-3,-0.4,0.1,0,-1.2,3,1.1,-1,1.1,1.5,-0.5
S=C(NCc1ccco1)Nc1ccc(Cl)cc1,1,0.5,-0.2,-2,-1.1,1,-0.4,-1,0.4,-0.5,-0.9
CC1(C)OC(=O)C(=NNc2ccc(O)cc2)C(=O)O1,-1,-1.0,-3.9,11,-1.8,-4,-1.1,1,0.1,2.8,-2.8
Cc1ccc(Cn2c(C3CCCN3c3nc(-c4cc(Cl)c(N)c(Cl)c4)cs3)nc3cc(C(=O)NCCCO)ccc32)cc1 (centres undefined),-4,-0.1,0.0,-6,-0.8,0,-0.7,0,4.0,0.1,-0.2
O=C(Nc1ccc(CCC(=O)N2CCCC2)cc1)c1ncn[nH]1,-1,0.1,-0.7,-1,-1.2,-2,-0.4,8.2*,-2.4,1.4,-0.3
Cc1ccc(S(=O)(=O)N2CCCCC2CCNC(=O)C(=O)Nc2ccccc2F)cc1 (centres undefined),-1,0.4,-1.2,1,0.0,-4,0.2,1,0.2,-2.3,1.1
Cc1cc(C)c2c(CN3CCOCC3)cc(=O)oc2c1,-4,-2.5,-1.4,-7,-1.8,1,-0.1,-4,-0.5,3.3,-0.2
COc1ccc2cc(C3CC(c4ccco4)=NN3S(=O)(=O)c3ccccc3)c(Cl)nc2c1 (centres undefined),-129,0.7,-2.4,-329,-1.8,-2,-0.3,-1,-3.7,1.6,-0.8
CCc1nc(SCc2ccc(C(=O)OC)o2)n[nH]1,0,1.6,-0.6,-2,-1.6,3,0.3,-1,0.1,0.8,-0.3
CCCCNC(=O)C1(C)CCN1C(=O)c1cc(C)n(C(C)(C)C)n1 (centres undefined),-4,.,-0.6,-5,-2.0,2,0.7,-5,-3.7,-1.7,-0.3
O=S(=O)(NCCc1c[nH]c2ccccc12)c1ccccc1,2,0.7,-0.5,6,-0.5,-4,-0.1,1,1.5,-0.6,-0.9
CC1(C)Oc2ccc3ccc(=O)oc3c2/C(=C/Nc2ccccn2)C1=O,-11,0.2,-0.3,-14,-1.3,0,-0.1,-2,-1.3,1.0,-1.0
O=C1NC(=NCc2ccccc2)NC1(c1ccccc1)c1ccccc1,-5,1.7,0.1,-7,-0.7,1,-0.2,-2,1.7,-0.8,1.9
Nc1nc(SCC(=O)c2cccc([N+](=O)[O-])c2)n[nH]1,5,1.8,-0.9,7,-0.8,0,-0.2,1,1.3,2.9,-4.8
COc1ccc(NC2CCCN(Cc3cccc4cnccc34)C2)cc1OC (centres undefined),-2,-1.0,-1.9,-2,-1.0,-4,-0.3,-3,-1.6,4.7,-5.1
CS(=O)(=O)N(CC(=O)Nc1ccccc1C(=O)NCc1ccco1)c1ccccc1F,-1,-0.9,-1.1,-1,-1.3,-4,-0.5,-2,-3.8,-0.7,0.8
COC(=O)c1ccc(C(=O)NC2CCCc3c2cnn3-c2ccc(C)c(C)c2)cc1 (centres undefined),-7,-1.9,-1.6,3,-1.1,-4,-5.3,-1,1.6,-1.8,-2.0
Cn1c(=O)c2c(nc(CN3CCN(c4ccc(F)cc4)CC3)n2CCN2CCOCC2)n(C)c1=O,-5,0.1,-1.2,-1,-1.8,5,-0.3,0,-0.9,0.1,1.3
Cc1ccc([N+](=O)[O-])cc1NC(=O)CCc1ccccc1,0,-0.3,0.4,5,-1.1,2,0.1,0,-1.3,2.0,-1.3
COC(=O)c1nc(C(=O)OC)c(C(=O)OC)nc1C(=O)OC,-3,0.7,-1.7,5,-1.0,0,0.1,2,2.7,-0.3,-1.3
# The listing continues.
SMILES,ADAM17 inh,DAX1 inh-1,hcDAF12 agonist,ADAM10 inh,ssDAF12 agonist,NPR1 activator,DAX1 inh-2,SMARCA2 act,hgDAF12 agonist,GAA850 FXN act,PG9 Ab binder
CCn1c(SCc2c(Cl)cccc2Cl)nc2nc3c(cc2c1=O)CCCC3,-7,-0.1,-1.6,4,-1.6,-3,-0.1,-1,-2.5,1.3,2.0
c1ccc2c(-c3nc4ncccc4o3)cccc2c1,i,1.5,8.3*,i,0.2,-7,0.1,3,4.7,2.8,-0.9
CCN(C(=O)COC(=O)c1cnccn1)c1cccc2ccccc12,-6,-0.8,-1.8,1,-0.9,-4,-0.9,-3,-3.9,-2.5,0.2
Cc1ccc(NC(=O)Nc2cc(-c3ccccc3)nn2C)cc1Cl,1,2.5,0.5,10,-1.1,-4,0.2,0,-0.5,-1.5,0.1
COc1ccc2nc3ccccc3nc2c1NC(=O)c1ccc(Cl)cc1,-5,-0.6,-1.1,-3,-1.0,2,0.4,-1,-2.6,3.0,-2.6
Cc1ccccc1OCc1nnc(SCC(=O)O)n1-c1ccccc1,-1,1.7,0.4,8,-1.1,-4,0.0,-1,0.5,2.8,-2.4
COc1ccc(C)cc1NC(=O)CNC(C)C(=O)Nc1cc(Cl)ccc1Cl (centres undefined),2,-0.2,-3.1,2,-1.4,-3,-0.4,-3,-1.4,0.1,0.5
COCCn1c(SCC(=O)NC2CC2)nnc1-c1ccc(Cl)cc1,-4,0.3,-0.3,-4,-1.2,1,-0.4,-3,-0.1,-0.9,1.2
CCOc1nc(NCc2ccco2)nc(Nc2ccccc2F)n1,2,2.4,0.7,-1,-0.4,1,0.5,7,4.7,2.9,-1.8
CN(C)c1ccc(N=Nc2ccc(C(=O)O)cc2)cc1,-3,-5.0,4.8,-4,0.3,0,2.1,4,8.8,-3.8,-6.7
Cc1cc(C(=O)CSc2n[nH]c(N)n2)c(C)n1-c1cc(F)ccc1F,-9,0.1,-0.7,2,-0.1,1,-0.2,0,6.4,3.2,0.5
CCOC(=O)C1=C(Nc2ccc(Br)cc2)CC(C)(O)C(C(=O)OCC)C1c1ccccc1 (centres undefined),-2,2.2,-0.4,-2,-0.6,2,0.7,2,-0.5,-0.4,-0.7
C[C@H](NC(=O)c1ccccc1)C(=O)OCC(=O)Nc1ccc(Cl)cn1,-1,1.6,2.5,-9,-0.7,-5,1.5,-2,4.4,-0.7,0.2
O=C(O/N=C\c1ccc(N2CCOCC2)c([N+](=O)[O-])c1)c1ccc(F)cc1,-5,0.4,-1.9,-4,-1.7,10,-0.3,-2,-0.4,-1.4,-0.3
O=C(Nc1cccc(O)c1)c1ccc(C(=O)c2ccccc2)o1,2,0.3,3.5,4,-0.3,-5,2.3,6,16*,1.5,-1.5
Cc1[nH]c2ccccc2c1SCC(=O)N1CCOCC1,-2,0.8,-0.2,-5,-0.8,-1,0.7,0,-0.7,-0.4,-1.7
COc1ccc(CN(CCN)C2CC(C)N(C)CC2C)cc1 (centres undefined),-1,-0.3,1.2,6,-0.6,0,0.1,0,-1.4,-0.6,-3.1
NC(=O)NN=C1C2CCCC1C(c1ccccc1)NC2c1ccccc1 (centres undefined),0,-0.5,-0.3,4,-1.5,-10,0.6,1,-1.1,0.8,0.6
C1CC(CN2CCOCC2)CN(Cc2nc(CC3CC3)no2)C1 (centres undefined),-1,1.7,3.9,8,-1.5,2,0.5,2,1.2,0.8,-0.4
O=C(Nc1ccncc1)Nc1ccc(Cl)cc1Cl,-5,-0.6,-0.7,7,-1.4,-25,-4.5,0,1.6,0.5,-3.6
Cc1ccc(NC(=O)c2ccc(-n3cccn3)c([N+](=O)[O-])c2)cc1C,1,1.2,-0.5,13,-0.8,0,0.5,5,3.8,1.8,-0.7
O=C(Nc1ncccc1O)c1ccc(C(=O)c2ccccc2)cc1,0,11*,7.5*,-5,0.4,-3,70*,3,85*,4.1,1.9
CCOc1cc(N2CCOCC2)c(OCC)cc1NC(=O)CC12CC3CC(CC(C3)C1)C2,1,0.0,-1.3,0,-0.7,3,0.1,0,-0.8,0.0,-1.9
O=C(Nc1cnccn1)Nc1cccc(Cl)c1Cl,-3,0.3,0.1,-8,-1.7,-5,-0.1,1,-2.4,3.2,-0.5
CCOc1ccc(NC(=O)c2sc3nc(C)nc(N4CCOCC4)c3c2C)cc1,1,-0.9,-4.3,4,-2.1,9,-0.4,-4,-3.2,1.5,-3.3

# Grouped by structure: the entries above containing a furan ring, fused or not
SMILES,ADAM17 inh,DAX1 inh-1,hcDAF12 agonist,ADAM10 inh,ssDAF12 agonist,NPR1 activator,DAX1 inh-2,SMARCA2 act,hgDAF12 agonist,GAA850 FXN act,PG9 Ab binder
S=C(NCc1ccco1)Nc1ccc(Cl)cc1,1,0.5,-0.2,-2,-1.1,1,-0.4,-1,0.4,-0.5,-0.9
COc1ccc2cc(C3CC(c4ccco4)=NN3S(=O)(=O)c3ccccc3)c(Cl)nc2c1 (centres undefined),-129,0.7,-2.4,-329,-1.8,-2,-0.3,-1,-3.7,1.6,-0.8
CCc1nc(SCc2ccc(C(=O)OC)o2)n[nH]1,0,1.6,-0.6,-2,-1.6,3,0.3,-1,0.1,0.8,-0.3
CS(=O)(=O)N(CC(=O)Nc1ccccc1C(=O)NCc1ccco1)c1ccccc1F,-1,-0.9,-1.1,-1,-1.3,-4,-0.5,-2,-3.8,-0.7,0.8
CCOc1nc(NCc2ccco2)nc(Nc2ccccc2F)n1,2,2.4,0.7,-1,-0.4,1,0.5,7,4.7,2.9,-1.8
O=C(Nc1cccc(O)c1)c1ccc(C(=O)c2ccccc2)o1,2,0.3,3.5,4,-0.3,-5,2.3,6,16*,1.5,-1.5
